EBV gp42 inh: Epstein-Barr virus gp42 inhibitors, primary screen, biochemical, uHTS, fluorescence polarization; Glycoprotein 42 (Epstein-Barr virus (strain AG876)), Q1HVG2; Fluorescence polarization binding assay, mP read-out; inhibition, % (tested at 21.74 µM); 220,000 tested, 0.42% active; AID 1085, 2008; in the data active = inhibition above about 50%
Target sequence (Q1HVG2 whole entry, looked up): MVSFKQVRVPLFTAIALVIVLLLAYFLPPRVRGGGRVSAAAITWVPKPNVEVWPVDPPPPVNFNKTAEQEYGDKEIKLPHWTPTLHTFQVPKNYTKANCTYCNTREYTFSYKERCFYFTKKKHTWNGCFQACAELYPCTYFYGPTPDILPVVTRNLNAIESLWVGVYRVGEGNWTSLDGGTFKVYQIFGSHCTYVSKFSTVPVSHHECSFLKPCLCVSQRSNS
PPC-1+TRAIL kill: compounds killing PPC-1 cancer cells with TRAIL present, primary screen, TRAIL potentiator project, ATPLite luminescence, uHTS | cell killing (% activity), % at 4 µM | 220,000 tested, 0.41% active | PPC-1 cells + TRAIL, ATPLite viability luminescence | AID 1443, 2008;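 active = cell killing above 50% in the first pass at 4 µM, then a duplicate retest at 5 µM averaging 50% or more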;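 also: plate controls were cells with TRAIL plus DMSO for no effect and medium-only wells lacking cells for full effect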
TNF death inh: inhibitors of TNF-alpha triggered necroptosis, primary screen, cell-based, Jurkat FADD-/-, single concentration | AID 463075, 2010 | activation (protection from cell death), % at 10 µM | Jurkat FADD-/- TNF necroptosis rescue, ATP luminescence, 24 h; 0 = TNF only, 100 = no-TNF cells | 220,000 tested, 0.068% active;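 active = activation, meaning protection from cell death, of at least 50% relative to plate controls; inactive = activation below 50%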;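 also: necroptosis triggered by 40 ng/mL TNF-alpha added together with compound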
zfTRPN1 agonist: zebrafish TRPN1 channel agonists, primary screen, cell-based, HEK293, calcium fluorescence; transient receptor potential cation channel N1 (TRPN1/NompC), Danio rerio; HEK293 zebrafish TRPN1-YFP, Fluo-8 calcium fluorescence; 100% = response to 87 µM carbachol; activation, % at 3 µM; 220,000 tested, 0.18% active;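 active = activation above its plate's cutoff, the mean activation of test wells on that plate plus 3 SD, cut at about 19% in these data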;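 also: 0% = DMSO alone and 100% = 87 µM carbachol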
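Material: zebrafish TRPN1-YFP in HEK293 cells. Doses: one dose of 3 µM, 0.3% DMSO. Incubation: dye 1 h 37 °C plus 30 min RT. Measured by: intracellular calcium fluorescence with Fluo-8.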
p47phox inh: p47phox/p22phox peptide binding inhibitors, primary screen, biochemical, uHTS, NADPH oxidase regulatory subunit; Neutrophil cytosol factor 1 (Homo sapiens), P14598; 220,000 tested, 0.53% active; inhibition, % at 24.7 µM; fluorescence polarization, 2 h;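 active = inhibition above about 30%, limit read from the data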;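 also: 0% = p47phox with labelled peptide and 100% = labelled peptide alone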
MDM2 E3 inh: MDM2-luciferase reporter signal enhancers, primary screen, MDM2 E3 ligase inhibitor project, cell-based, luminescence, 1536-well. cell-based MDM2 ubiquitination luciferase reporter, 2 h; 0 = plate control, 100 = twice control, blank-subtracted. signal enhancement, % at 5 µM. 210,000 tested, 0.11% active. E3 ubiquitin-protein ligase Mdm2 (Homo sapiens), Q00987;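 active = signal enhancement of 30% or more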;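 also: luminescence tracks abundance of the self-degrading MDM2-luciferase fusion protein; higher signal means inhibition of MDM2 E3 ligase activity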
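Assay system: stable mammalian line carrying autodegrading MDM2–luciferase fusion reporter; Input: 2000 cells in each well; Compound dosing: single-point 5 µM; Schedule: 2 h compound exposure at 37 °C; Signal: SteadyLite luciferase luminescence after 15 min room-temperature reagent incubation; Evaluation: % luminescence enhancement versus blank-corrected plate control mean; Benchmarks: plate controls and plate blanks.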
TRPML3 agonist: human TRPML3 channel agonists, primary screen, cell-based, HEK293 TRPML3-YFP, Fluo-8 calcium fluorescence, 3 µM. Mucolipin-3 (Homo sapiens), Q8TDD5. 100% = the carbachol control signal. activation, % at 3 µM. 220,000 tested, 0.29% active;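 active = activation above its plate's cutoff, the mean activation of the plate's test wells plus 3 SD, cut at about 12% in these data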;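 also: 0% = DMSO only wells and 100% = carbachol wells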
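Material: HEK293 cells stably carrying human TRPML3-YFP; compound dosing: single dose, 3 µM final nominal compound, 0.3% DMSO final; incubation: 1-h 37 °C dye load, 5-s basal, 120-s post-compound reads; technique: Fluo-8 intracellular calcium fluorescence, excitation 470-495 nm, emission 515-575 nm; read-out basis: percent activation from peak-to-basal fluorescence ratio, scaled between DMSO and carbachol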
Runt-SMMHC FRET: inhibitors of RUNX1 Runt–CBFb-SMMHC binding, primary screen, biochemical, FRET, Cerulean-Runt, Venus-CBFb-SMMHC, uHTS. inhibition, % at 20 µM. Cerulean-Runt/Venus-CBFb-SMMHC FRET ratio 530/480, 1 h. 220,000 tested, 0.74% active. Runt-related transcription factor 1 (Homo sapiens) + Core-binding factor subunit beta …;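 active = mean inhibition across duplicate retests at 20 µM reaching about 50%, limit read from the data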;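 also: 0% = DMSO wells and 100% = wells with excess untagged CBFb-SMMHC; inhibitors lower the FRET ratio by blocking Runt binding to CBFb-SMMHC; some results filed as inactive read as strong as hits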
Target sequence (Q01196 whole entry, looked up): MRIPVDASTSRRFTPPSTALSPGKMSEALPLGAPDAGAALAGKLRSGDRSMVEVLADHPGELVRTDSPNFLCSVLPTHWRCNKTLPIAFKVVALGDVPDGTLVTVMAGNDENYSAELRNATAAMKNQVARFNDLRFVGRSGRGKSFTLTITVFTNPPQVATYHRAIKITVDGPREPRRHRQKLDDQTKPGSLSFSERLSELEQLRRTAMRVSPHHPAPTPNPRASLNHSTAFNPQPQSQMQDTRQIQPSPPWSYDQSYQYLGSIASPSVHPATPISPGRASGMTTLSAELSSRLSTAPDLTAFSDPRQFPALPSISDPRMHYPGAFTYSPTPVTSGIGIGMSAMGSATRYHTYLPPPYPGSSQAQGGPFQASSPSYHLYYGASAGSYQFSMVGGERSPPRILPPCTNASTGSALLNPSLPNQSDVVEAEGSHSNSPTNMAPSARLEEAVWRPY
Target sequence (Q13951 whole entry, looked up): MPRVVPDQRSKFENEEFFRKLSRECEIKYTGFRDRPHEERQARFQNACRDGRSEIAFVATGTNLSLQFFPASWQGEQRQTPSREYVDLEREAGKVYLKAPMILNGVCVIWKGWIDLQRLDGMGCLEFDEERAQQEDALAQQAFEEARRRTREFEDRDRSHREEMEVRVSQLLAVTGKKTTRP
CHOP inh: inhibitors of CHOP promoter induction, primary screen, cell-based, unfolded protein response, luciferase reporter; AID 2732, 2010; inhibition, % at 10 µM; 220,000 tested, 3.8% active; CHO-K1 CHOP-promoter luciferase, tunicamycin-induced, 15-18 h;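 active = compounds that reduced the stress-induced luciferase reporter signal by more than about 70% of percent inhibition, limit read from the data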;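 also: 0% = tunicamycin plus vehicle and 100% = wells without tunicamycin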
* marks the source's active call; other numbers are inactive results; . = not tested or not shown.

cpd | SMILES | EBV gp42 inh | PPC-1+TRAIL kill | TNF death inh | zfTRPN1 agonist | p47phox inh | MDM2 E3 inh | TRPML3 agonist | Runt-SMMHC FRET | CHOP inh
1 | C/C(CC(=O)Nc1cccnc1)=N\NC(=O)C(=O)Nc1cccc(C)c1 | -12 | 25 | 0.8 | -0.1 | -10 | -5 | 0.6 | 6 | 19
2 | Fc1ccc(Nc2nc(NCc3ccco3)c3ccccc3n2)cc1 | 28 | 4 | -11 | 4.0 | -21 | -20 | 5.8 | 0 | 97*
3 | COC(=O)/C=c1/sc2n(c1=O)CCN=2 | -20 | 22 | 1.2 | 0.7 | -1 | -6 | 0.4 | 4 | -19
4 | Cc1onc(-c2c(Cl)cccc2Cl)c1CO/N=C(\C#N)c1c(Cl)cccc1Cl | -7 | 4 | -0.1 | 1.5 | -1 | -11 | 0.3 | -2 | 3
5 | COc1ccc2nc3oc(C(=O)N4CCCCC4)cc3cc2c1 | -9 | 10 | 1.0 | 0.5 | 2 | -2 | -0.3 | 1 | -13
6 | CCOC(=O)CSc1nc2ccsc2c(=O)[nH]1 | 4 | 0 | 0.4 | -0.8 | -3 | -9 | 3.4 | 3 | 21
7 | O=C1c2ccc(-c3ccc4c(c3)C(=O)N(CCCO)C4=O)cc2C(=O)N1CCCO | -22 | -8 | 0.4 | 0.6 | -12 | -8 | 1.1 | -6 | -22
8 | COc1ccc(NC(=O)CC2CC3CCC2C3)cn1 (centres undefined) | -20 | 24 | 2.4 | -0.3 | -19 | -4 | 1.4 | 0 | -8
9 | Cc1cccc(NC(=O)CSc2ccc(-c3ccco3)nn2)c1C | -14 | 5 | 1.0 | 0.2 | 0 | -15 | 0.0 | 14 | 23
10 | CCc1cccc(CC)c1NC(=S)NCc1ccc2[nH]c(C)cc2c1 | -5 | -3 | -19 | -1.9 | -18 | . | -1.0 | 1 | 32
11 | CC(C)(C)NC(=S)Nc1ccc(Br)cc1 | -2 | 12 | -5.9 | 9.3 | -5 | -14 | 2.8 | -3 | 24
12 | CCOC(=O)CSc1nc2cc(C(=O)N3CCC(C(N)=O)CC3)ccc2c(=O)n1C1CCCCC1 | -8 | 2 | -0.2 | -0.4 | 3 | -9 | -0.2 | 0 | 10
13 | CCc1ccc(-c2nnn(CCC#N)n2)cc1 | 1 | 6 | 0.9 | -1.9 | 2 | -8 | -0.1 | 1 | 0
14 | COC(=O)C(Cc1cnc(Cl)s1)(C(=O)OC)c1ccc([N+](=O)[O-])cc1[N+](=O)[O-] | -12 | 0 | -0.4 | -1.1 | -133 | -1 | 0.1 | 0 | -14
15 | COc1cc(C)nc(N2CCCC(C(=O)Nc3cc(Cl)ccc3OC)C2)n1 (centres undefined) | -9 | 7 | -1.8 | 1.4 | 0 | -24 | 0.4 | 0 | 43
16 | Cn1c(=O)c2c(ncn2CC(=O)Nc2ccccc2Sc2ccccc2)n(C)c1=O | -6 | 18 | -1.4 | 1.1 | -5 | 11 | 0.9 | 2 | -11
17 | CCCOc1ccc(NC(=O)C2CCCNC2=O)cc1 (centres undefined) | -17 | -13 | -0.5 | 0.8 | -11 | -17 | 0.7 | 1 | 2
18 | COc1ccc(/C=C2/NC(=O)N(Cc3ccccc3F)C2=O)cc1OC | -2 | 23 | 1.9 | 0.5 | -1 | -14 | 0.7 | -2 | 64
19 | Cc1ccc(C(=O)OCCN2CCN(c3ncc(C(F)(F)F)cc3Cl)CC2)cc1 | 1 | -20 | -3.9 | 1.8 | -9 | -2 | 0.5 | -5 | 20
20 | NC(=S)N/N=C/c1cccc(/C=N/NC(N)=S)c1 | -5 | 1 | 2.1 | 0.8 | 4 | -12 | 1.0 | -3 | 2

Complete entries from above.
COc1ccc(/C=C2/NC(=O)N(Cc3ccccc3F)C2=O)cc1OC is listed with EBV gp42 inh: -2; PPC-1+TRAIL kill: 23; TNF death inh: 1.9; zfTRPN1 agonist: 0.5; p47phox inh: -1; MDM2 E3 inh: -14; TRPML3 agonist: 0.7; Runt-SMMHC FRET: -2; CHOP inh: 64
COc1cc(C)nc(N2CCCC(C(=O)Nc3cc(Cl)ccc3OC)C2)n1 (centres undefined) is listed with EBV gp42 inh: -9; PPC-1+TRAIL kill: 7; TNF death inh: -1.8; zfTRPN1 agonist: 1.4; p47phox inh: 0; MDM2 E3 inh: -24; TRPML3 agonist: 0.4; Runt-SMMHC FRET: 0; CHOP inh: 43

(list continues)
cpd | SMILES | EBV gp42 inh | PPC-1+TRAIL kill | TNF death inh | zfTRPN1 agonist | p47phox inh | MDM2 E3 inh | TRPML3 agonist | Runt-SMMHC FRET | CHOP inh
21 | NC(=O)c1cc2ccncc2c2ccccc12 | -19 | -9 | 6.7 | 1.1 | -9 | -26 | 0.8 | 4 | 58
22 | COc1ccc(C(=O)N2CCN(c3cccc(Cl)c3)CC2)c(OC)c1 | -2 | 8 | -7.0 | -0.1 | -6 | -18 | 0.7 | -2 | .
23 | COc1ccc(N(C(=O)C2CCCCC2)C2C=CS(=O)(=O)C2)c(OC)c1 (centres undefined) | -15 | -7 | 0.1 | 0.5 | -11 | -8 | -0.6 | 6 | 10
24 | Cc1[nH]c2ccccc2c1C(=O)C(=O)N1CC=C(c2ccccc2)CC1 | 29 | 9 | -2.4 | 1.6 | -18 | -9 | 0.6 | -6 | 31
25 | COC(=O)C(C)Oc1ccc2c3c(c(=O)oc2c1)CCCCC3 (centres undefined) | -8 | 26 | -1.4 | 1.6 | -3 | -5 | -0.1 | 0 | -1
26 | CN(C)S(=O)(=O)c1cccc(-n2sc3ccccc3c2=O)c1 | -4 | 11 | -6.6 | -0.3 | 93* | -22 | 2.5 | 35 | 93*
27 | Clc1ccc(OCCn2cnc3ccccc32)c(Cl)c1 | -2 | 2 | -0.2 | 4.2 | 1 | -12 | 0.5 | -11 | 15
28 | CCOC(=O)c1cn(Cc2cccc(C)c2)nn1 | -12 | 42 | 1.1 | -0.8 | -3 | -4 | -0.5 | -2 | 3
29 | Cc1cccc(OCC(=O)Nc2nnn(C)n2)c1C | -12 | 3 | -0.3 | 0.8 | -5 | -4 | 0.2 | 4 | 11
30 | O=[N+]([O-])/C(C(Cl)=C(Cl)Cl)=C(/NC1CC1)Sc1ccccc1 | -48 | 8 | -1.3 | 2.5 | -11 | 0 | -0.4 | 12 | 19
31 | CCOc1ccc(Nc2n[nH]c(=S)s2)cc1 | -11 | -2 | -0.1 | 2.0 | -6 | -14 | 0.6 | 7 | -7
32 | CCCNc1nc2c(c(=O)n(C)c(=O)n2C)n1CCC(C)C | 0 | -2 | -5.0 | -0.8 | -2 | 5 | -0.2 | 1 | .
33 | Cc1onc(-c2c(F)cccc2Cl)c1C(=O)Nc1ccccc1N1CCOCC1 | -8 | 19 | -0.7 | -3.5 | -1 | -11 | -1.4 | -1 | 5
34 | O=C(CCc1n[nH]c(=O)[nH]c1=O)N1CCCCC1 | -6 | 2 | 0.4 | 0.7 | 1 | -9 | 0.0 | 24 | -1
35 | Cc1ccc(NC(=O)CSc2nc3c(cc2C#N)C(=O)CCC3)cc1S(=O)(=O)N(C)C | -6 | 12 | 0.8 | -0.5 | -6 | 1 | 0.4 | 2 | 29
36 | C/C(N)=C(/C#N)C(=O)CSc1nc2scc(-c3ccc(F)cc3)c2c(=O)n1C | -3 | 0 | -3.6 | 1.1 | -4 | -21 | 0.3 | -5 | 24
37 | O=S(=O)(Cc1ccccc1)N1CCN(Cc2ccccc2)CC1 | 0 | 4 | 11 | 1.8 | -7 | -27 | 0.1 | 1 | 18
38 | O=C(Cc1ccccc1)NNC(=O)Nc1ccc(Cl)c(Cl)c1 | -21 | 2 | 1.4 | -0.3 | -13 | 1 | -0.7 | -1 | 26
39 | Cc1cc(C)cc(NC(=O)NCc2c(-c3ccccc3)noc2C)c1 | -14 | -2 | 4.6 | -2.6 | -8 | -100 | -0.4 | -1 | 14
40 | O=C(NCC(c1cccnc1)N1CCN(c2ccccc2F)CC1)c1ccco1 (centres undefined) | -15 | -29 | -0.3 | 1.5 | -9 | -15 | 0.6 | 1 | -5

p47phox inh, what is marked active above.
nr | SMILES | EBV gp42 inh | p47phox inh | MDM2 E3 inh | TRPML3 agonist | Runt-SMMHC FRET | CHOP inh
26 | CN(C)S(=O)(=O)c1cccc(-n2sc3ccccc3c2=O)c1 | -4 | 93* | -22 | 2.5 | 35 | 93*

(next part)
cpd | SMILES | EBV gp42 inh | PPC-1+TRAIL kill | TNF death inh | zfTRPN1 agonist | p47phox inh | MDM2 E3 inh | TRPML3 agonist | Runt-SMMHC FRET | CHOP inh
41 | Cc1ccc(NC(=O)CSc2nnc(-c3ccncc3)n2C)cc1C | -8 | 5 | -1.1 | 0.0 | -17 | 5 | -0.1 | -1 | 0
42 | O=[N+]([O-])c1ccccc1S(=O)(=O)n1nnc2ccccc21 | -18 | 22 | 1.2 | 0.9 | -2 | -16 | 0.9 | -2 | -6
43 | Oc1c(C(c2cccs2)N2CCN(c3cccc(Cl)c3)CC2)sc2ncnn12 (centres undefined) | -2 | -2 | 2.5 | 0.9 | -7 | -11 | -0.3 | 0 | 35
44 | COc1cc(C(=O)OCCN2CCOCC2)cc(OC)c1OC | -12 | -4 | 0.2 | 0.4 | 0 | -32 | 0.1 | 4 | -23
45 | COCCNC(=O)/C(C#N)=C/C=C/c1ccccc1 | -6 | 10 | 2.0 | -0.3 | -9 | -6 | -0.1 | -2 | 3
46 | COc1cc2c(C(=O)N3CCN(c4ccccc4F)CC3)cn(C)c(=O)c2cc1OC | -5 | 3 | 2.6 | 0.1 | 3 | 2 | 0.8 | 4 | 36
47 | CCOc1ccc(CCNC(=O)C2CCN(c3nnc(-n4cccc4)s3)CC2)cc1 | -17 | 22 | -1.3 | 1.2 | -5 | -4 | -0.3 | -5 | 63
48 | COC(=O)N/N=C/c1cc(Cl)c(OCc2ccc(F)cc2)c(OC)c1 | -5 | 12 | 1.2 | -0.4 | 1 | -2 | 0.2 | 2 | 56
49 | Cc1ccccc1NC(=S)NNC(=O)c1csc2c1CCC(C)C2 (centres undefined) | 5 | 39 | -5.6 | -2.0 | -2 | -40 | -0.5 | -2 | 58
